# Screening results: PubChem, several laboratories
# PhoP inhibition: PhoP-dependent GFP reporter repression – Salmonella Typhimurium, primary screen (AID 1863). S. Typhimurium PhoP-regulated promoter GFP reporter, 4 h; higher % means a stronger effect. inhibition, % at 50 µM; hits with a dose series show IC50 in µM. 300,000 tested, 0.16% active;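 active = inhibition over 29.93%, a cutoff 3 SD above the screen mean, later confirmed by dose response; inconclusive = inhibition over 29.93% but no dose response follow-up; inactive = inhibition at most 29.93% or unconfirmed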;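 note: 0% = low Mg2+ inducing control and 100% = high Mg2+ repressing control; strong numbers were not always called active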
# Large T inhibition: SV40 large T antigen inhibitors, biochemical (AID 1903) | SV40 large T antigen ATPase/helicase inhibition assay; higher % means a stronger effect | one-dose inhibition, % at 20 µM; IC50 in µM for titrated hits | 310,000 tested, 0.39% active; in the data active = a potency from the dose series; inconclusive = inhibition mostly from about 32% at the one dose, without a potency; inactive = the rest, 99 in 100 with inhibition below about 32%; note: strong numbers were not always called active
# UTI89 phage lysis: protection from phage-mediated lysis, alamar blue read-out – E. coli UTI89, K1F phage, bacterial capsule biogenesis inhibitors (AID 488966). inhibition, % at 100 µM, or IC50 in µM where a hit was titrated. E. coli UTI89 K1F phage lysis, alamar blue, 2 h; higher % means a stronger effect. 340,000 tested, 0.02% active;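 active = phage lysis inhibition, versus mean bacterial control, above a set limit; inconclusive = no clear call, values can overlap the other calls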;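 note: capsule biogenesis inhibitors block K1F phage lysis so surviving cells raise fluorescence; higher fluorescence means more inhibition of phage lysis; actives were called in the ten point dose series up to 300 µM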
# Myeloid diff MLP: promotes myeloid progenitor differentiation; calls only at 10 µM; 360,000 tested, 1% active; ER-HoxA9 myeloid progenitors, lysozyme-GFP differentiation, flow cytometry;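 active = normalized GFP-positive differentiation at or above the plate's own cutoff, the solvent-only control mean plus 3 SD; inconclusive = no clear call, values can overlap the other calls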;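 note: cells exposed to compound for four days before flow analysis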
# RSV CPE inhibition: RSV antiviral activity via CPE protection, HEp-2 cells, primary 10 µM value included (AID 2391). HEp-2 cells, RSV-induced CPE inhibition; higher % means a stronger effect. CPE inhibition, % at 10 µM; hits with a dose series show IC50 in µM. 310,000 tested, 0.13% active; in the data active = a potency from the dose series; inconclusive = CPE inhibition mostly from about 23% at the one dose, without a potency; inactive = the rest, 99 in 100 with CPE inhibition below about 21%; note: strong numbers were not always called active
# NTR1 agonist: NTR1-driven beta-arrestin-GFP spot formation – imaging, U2OS cells, high content, primary screen (AID 493036) | P30989 | agonist mode | activation, % at 20 µM | 330,000 tested, 0.17% active;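 active = activation at or above 40% of the spot to cytoplasm intensity ratio, with at least 20 cells analyzed; inconclusive = wells under 20 cells, flagged as cytotoxic or low count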;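 note: 0% = DMSO without peptide and 100% = 100 nM NTR1 peptide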
# Target sequence (P30989 whole entry, looked up): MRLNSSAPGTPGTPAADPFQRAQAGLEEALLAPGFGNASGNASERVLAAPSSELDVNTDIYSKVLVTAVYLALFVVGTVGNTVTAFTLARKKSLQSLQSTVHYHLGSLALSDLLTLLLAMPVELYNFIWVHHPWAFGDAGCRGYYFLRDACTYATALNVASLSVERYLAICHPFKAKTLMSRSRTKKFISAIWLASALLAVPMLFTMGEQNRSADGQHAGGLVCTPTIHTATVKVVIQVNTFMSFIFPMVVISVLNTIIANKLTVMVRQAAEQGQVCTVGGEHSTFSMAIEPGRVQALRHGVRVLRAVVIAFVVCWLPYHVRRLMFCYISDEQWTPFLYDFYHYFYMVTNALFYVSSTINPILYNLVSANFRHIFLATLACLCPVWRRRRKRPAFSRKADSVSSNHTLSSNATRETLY
# MgcRacGAP inhibition: MgcRacGAP GTPase-activating activity inhibitors, confirmation, biochemical, ADP Hunter fluorescence; one-dose inhibition, % at 30 µM; IC50 in µM for titrated hits; MgcRacGAP-stimulated Rac1 GTP hydrolysis, ADP Hunter fluorescence; higher % means a stronger effect; GST-tagged Rac1 F28L mutant substrate; 340,000 tested, 0.6% active; AID 624330;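 active = first-screen hits whose inhibition reached a set limit at any dose in the follow-up dose series; inconclusive = inhibition above the set first-screen limit but never retested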;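 note: fluorescence reports GDP produced by GAP-driven GTP hydrolysis; strong numbers were not always called active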
# TNAP activation fold: human TNAP enzyme activators, primary screen, biochemical, luminescent, no phosphate acceptor, uHTS (AID 1001) | purified TNAP, luminescent activation assay, no phosphate acceptor; higher activation fold means a stronger effect | one-dose activation fold at 20 µM; EC50 in µM for titrated hits | 200,000 tested, 0.03% active; in the data active = activation fold from about 3, or a potency from the dose series; inactive = the rest, 99 in 100 with activation fold below about 1.6; note: many of its hits are not listed in these tables
# T cell HTS: T cell immune modulation candidate. 2C CD8+ T cell-vesicle binding, flow cytometry; stronger effect = lower value. calls only at 7 µM. 330,000 tested, 0.068% active;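 active = response, share of CD8 T cells binding vesicles, and their 90th percentile fluorescence all below set limits, cut at about 80% in these data, passing the limit was not always enough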
#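 Also added: QL9-peptide-loaded Drosophila micro-vesicles bearing Ld, ICAM-1 and B7-1; Test system: purified 2C TCR transgenic mouse naive CD8+ T cells; Measured by: cytometric PE anti-B7-1 and Alexa647 anti-CD8 signals after 1% paraformaldehyde fixation; Timing: binding step 1.5 h, 37 °C, antibody labelling 20 min, ice.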
# T cell HTS vesicle-bound %: recorded beside T cell HTS, whose call it bears; double positive events, %; measured here: CD8+ vesicle-bound cell fraction;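 binding gate set so that unloaded-vesicle control wells show 10% double positive cells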
# NTR1 agonist cell count 20 µM: also measured in NTR1 agonist; calls as there; cell count; measured here: cell count, cytotoxicity flag
# Myeloid diff MLP GFP+ MAC1+ %: further read-out of Myeloid diff MLP, marked with its call; GFP+ MAC1+ double positive, %; measured here: differentiation confirmed by MAC1 staining
# An asterisk follows results filed as active; i = inactive; ? = inconclusive; . = no result given; [ ] = remark or other dose.
# Each structure is followed by: Myeloid diff MLP	MgcRacGAP inhibition	PhoP inhibition	UTI89 phage lysis	NTR1 agonist	NTR1 agonist cell count 20 µM	Myeloid diff MLP GFP+ MAC1+ %	T cell HTS	Large T inhibition	TNAP activation fold	RSV CPE inhibition	T cell HTS vesicle-bound %
- O=C(CSc1ccccc1)NCCCc1ccccc1
  i	4%	5%	0.3%	-1.8	67	0.4	i	23%	1.1	1.0%	58
- C/C=C(\C)CN1CCC(n2nccc2NC(=O)CCCc2ccccc2)CC1
  i	12%	-2%	0.2%	1.4	56	0.6	i	14%	.	2.3%	64
- CCCC(=O)Nc1c(-c2cccs2)c(=O)c2ccccc2n1CC
  .	.	-3%	.	2.1	87	.	i	2%	1.1	0.7%	8
- CC1CC(C)CN(S(=O)(=O)N2CCCC(C(=O)NCCc3ccc(Cl)cc3)C2)C1 (centres undefined)
  i	2%	-5%	0.0%	1.6	47	0.7	i	2%	.	1.8%	25
- COc1ccc(C(=O)NCc2cn3cccc(C)c3n2)cc1OC
  i	13%	-10%	-0.5%	1.5	90	2.0	i	3%	0.8	0.1%	40
- O=C(c1ccccc1)c1cc[n+]([O-])cc1
  i	5%	-1%	0.0%	-1.6	76	2.2	i	-27%	1.1	-1.8%	34
- C=CCN(C(=O)Cn1c(C(=O)OC)cc2oc(C)cc21)c1ccccc1
  i	3%	2%	1.5%	0.7	65	6.3	i	4%	1.1	1.6%	13
- CC(=O)c1nn(-c2ccccc2)cc1C(=O)c1ccc(C)cc1
  i	.	.	.	0.7	57	0.2	i	10%	.	1.6%	25
- O=C(CNc1cccc2ccccc12)N/N=C/c1ccc(C(=O)O)cc1
  i	10%	-9%	-0.3%	5.3	54	0.8	i	15%	1.1	0.5%	44
- Cc1ccc(-n2ncc(C(=O)N3CCN(C(=O)c4ccco4)CC3)c2C2CCN(C(=O)OC(C)(C)C)CC2)cc1C
  i	13%	-9%	0.1%	-0.2	60	3.2	i	8%	.	0.9%	44
- COc1ccccc1-c1nnc(SCC(=O)Nc2oc(C)c3c(C)n[nH]c(=O)c23)n1C
  i	3%	5%	0.3%[50 µM]	0.2	63	0.4	i	15%	.	-0.1%	20
- C=CCNC(=S)N/N=C(\C)c1ccc(-n2ccnc2)cc1
  i	-12%	-5%	-0.4%	2.3	28	0.3	i	18%	1.1	0.1%	28
- COc1cc(OC)cc(C(=O)N2CCC(C(=O)N3CCOCC3)CC2)c1
  i	6%	5%	0.4%	3.1	60	0.9	i	9%	.	1.9%	40
- OC1CCCN(Cc2ccc3ccc4cccc5ccc2c3c45)C1 (centres undefined)
  i	10%	-14%	0.5%	1.0	48	12	i	0%	0.9	-3.3%	12
- O=C(c1cc(-c2cccc(Cl)c2)on1)N1CCOCC1
  i	4%	-3%	0.1%	-0.5	53	0.6	i	15%	.	1.0%	10
- Cc1ccn2c(CN(C)CCn3nc(C)cc3C)c(C(=O)N3CCCCCC3)nc2c1
  i	2%	0%	1.1%	4.9	52	0.2	i	4%	1	-2.1%	25
- Cc1cccc(/C(N)=N/OC(=O)COc2ccc(Cl)c(C)c2)c1
  i	5%	-14%	1.7%	-0.2	46	0.8	i	5%	1	2.7%	50
- O=C(NNc1cccc(Cl)n1)c1ccccc1CC[N+](=O)[O-]
  i	5%	6%	0.5%	1.8	65	0.3	i	9%	1.2	0.6%	67
- O=C(c1ccccc1)c1ccc(OCCCN2CCCC2)cc1
  i	15%	10%	0.3%	4.6	76	0.5	i	12%	1	1.4%	50
- CC(C)(O)C#Cc1ccc(C(=O)N2CCN(c3ccc(F)cc3)CC2)cc1
  i	4%	-3%	-0.9%	0.2	26	0.1	i	0%	1	-0.2%	38
- CCc1nnc(NC(=O)CSc2nnc(Cc3ccc(OC)cc3)o2)s1
  i	3%	6%	5.7%	0.2	62	1.7	i	7%	1.1	0.8%	29
- Cn1c(SCC(=O)N2CCOCC2)nnc1-c1cccc(NC(=O)c2ccccc2)c1
  i	13%	-11%	4.0%	-1.4	45	1.1	i	3%	1.1	0.8%	5
- O=C(Nc1nccs1)c1ccc2c(=O)n3c(nc2c1)CCCCC3
  i	8%	-13%	4.3%	2.8	41	0.6	i	-1%	1.1	3.4%	19
- C[C@]12CC[C@@H]3c4ccc(O)cc4C(=O)C[C@H]3[C@@H]1CC[C@@H]2O
  i	3%	-5%	-0.2%	5.9	60	1.6	i	1%	1.1	?	17
- CCn1c(SCC(=O)N/N=C/c2ccc(C)s2)nc2ccccc21
  i	4%	10%	2.2%	-0.5	57	1.0	i	20%	1	1.3%	43
- Cc1ccc(C(=O)N/C(=C/c2ccco2)C(=O)OCN2C(=O)c3ccccc3C2=O)cc1
  i	-4%	10%	-0.1%	0.3	40	0.6	i	7%	1.1	1.1%	44
- CC(C)(C)C(=O)Nc1cccc(-c2nc3ccccc3c(=O)o2)c1
  i	2%	0%	1.4%	4.8	44	7.7	i	-2%	1.1	1.7%	13
- CCn1c(CC(=O)Nc2ccccc2F)nnc1SCC(=O)NC1CCCCC1
  i	0%	6%	0.1%	1.3	68	0.2	i	6%	.	0.2%	30
- Cc1ccc(Cn2cc(S(=O)(=O)c3ccc(C(C)C)cc3)c(=O)c3cc4c(cc32)OCO4)cc1
  i	-1%	-7%	7.0%	0.6	50	0.2	i	10%	1	9.3%	40
- NCCCC[C@H]1CN=C(N)N1CCCCC1CCCCC1
  i	-2%	12%	0.2%	-1.5	87	1.3	i	30%	.	-1.7%	26
- Cc1ccc(S(=O)(=O)Nc2ccc3c(c2)CC(=O)N([C@H](C)CO)C[C@@H](C)[C@H](CN(C)S(=O)(=O)c2ccccc2)O3)cc1
  i	9%	.	0.9%	-2.3	59	0.4	i	.	.	.	24
- CCOc1ccc(S(=O)(=O)Nc2cc(C)ccn2)c2ccccc12
  i	8%	2%	0.1%	2.3	80	0.4	i	0%	1	13%	21
- Cc1ccccc1OCCOc1cccc(/C=N/NC(=O)Cc2nnc(N)s2)c1
  i	2%	7%	0.5%	0.2	61	0.7	i	13%	1.1	0.4%	57
- COc1ccc(C2CC(c3ccccc3)=NN2C(=O)COC(=O)c2cc(S(=O)(=O)N3CCOCC3)ccc2F)cc1 (centres undefined)
  i	7%	14%	0.6%	0.3	48	0.4	i	-1%	1.2	2.0%	52
- Cc1ccc(CNS(=O)(=O)c2ccc3c(c2)OCCO3)cc1
  i	12%	-6%	0.1%	-0.8	48	0.4	i	7%	1	3.4%	38
- CCn1c(=O)c([N+](=O)[O-])c(NCCCn2ccnc2)c2ccccc21
  i	4%	0%	0.3%	-0.4	52	0.1	i	17%	.	0.0%	33
- O=C(COC(=O)c1c[nH]c2ccccc12)NC1CCCCC1
  i	7%	.	4.3%	1.8	38	0.6	i	.	.	1.8%	22
- O=C(CN(Cc1ccccc1)S(=O)(=O)c1ccc(Br)cc1)NCC1CCCO1 (centres undefined)
  i	7%	10%	-0.3%	-1.7	44	1.3	i	-2%	.	0.7%	26
- c1ccc(-c2cc3c(-n4cccc4)ncnc3o2)cc1
  i	1%	-9%	4.8%	5.6	46	1.1	i	5%	1.1	8.2%	19
- CC1SCC(NC(=O)c2ccc(Cl)cc2)CS1 (centres undefined)
  i	6%	2%	0.4%	0.2	53	0.7	i	6%	.	1.3%	9
- O=C(c1ccccc1)c1ccc(OCC(O)CNCc2ccc(F)cc2)cc1 (centres undefined)
  i	29%	-3%	1.0%[50 µM]	.	.	1.4	i	6%	.	-0.6%	28
- NS(=O)(=O)c1ccc(CCNC(=O)CNC(=O)Cc2ccccc2)cc1
  i	6%	-3%	-0.1%	1.0	51	0.5	i	4%	.	2.6%	18
- O=S(=O)(Nc1ccccn1)c1cccc(S(=O)(=O)c2ccc(Br)cc2)c1
  i	-2%	-4%	-1.9%	0.0	99	0.6	i	27%	1.1	3.9%	52
- Cc1ccc(/C=C/C(=O)NCCc2c[nH]c3ccccc23)o1
  i	4%	0%	-0.1%	1.6	70	1.3	i	13%	1	-2.0%	58
- O=C(COc1ccc(Cl)cc1Cl)NCCSc1ccc(Cl)cc1
  i	-9%	-11%	-0.5%	2.8	44	1.6	i	21%	1	1.8%	21
- COc1ccc(NC(=O)OCC(C)C)cc1OC
  i	-2%	1%	-2.0%	0.0	46	14	i	-1%	1.2	0.0%	10
- CCc1ccc(-c2cc3c(=O)n(CC(=O)NCCCN4CCN(C)CC4)ncn3n2)cc1
  i	12%	2%	1.1%	2.0	60	0.7	i	4%	.	-2.0%	49
- CC(C)(C)c1nnc(SCC(=O)Nc2ccc(N3CCCCC3)cc2)n1N
  i	2%	.	1.6%[50 µM]	2.9	58	0.5	i	.	.	.	41
- O=C(Nc1ccccc1Cl)N1CCN(c2ccc3nnc(-c4ccc(F)cc4)n3n2)CC1
  i	23%	-6%	0.1%	7.1	34	14	i	24%	1.1	20%	42
- CC(Oc1cc2oc(=O)c3c(c2cc1Cl)CCC3)C(=O)NCc1cccnc1 (centres undefined)
  i	10%	-9%	0.1%	-1.0	52	7.3	i	7%	.	0.9%	5
- Cc1ccc(C(=O)NCCNC(=O)c2cnccn2)cc1
  i	4%	-2%	0.1%	-1.5	42	0.7	i	9%	.	3.0%	27
- CCN(CC)S(=O)(=O)c1ccc(C(=O)N2CCN=C2SC)cc1
  i	5%	3%	1.2%	-1.2	65	2.7	i	-3%	1.2	3.3%	30
- CCN(CC)S(=O)(=O)c1ccc(C(=O)NNc2nc(-c3ccccc3)c3cc(Br)ccc3n2)cc1
  i	8%	-2%	5.3%[50 µM]	2.3	39	0.2	i	-2%	1.8	0.3%	1
- CC(NC(=O)c1cccs1)c1ccc2c(c1)OCO2 (centres undefined)
  i	8%	0%	10%	0.9	67	0.1	i	-1%	1.1	0.5%	26
